Chronic BCR inh – inhibitors of chronic active B-cell receptor signaling; ABC-DLBCL IkBa-CBG/CBR reporter, luminescence ratio, 4 h; Potency, µM (doses to about 46.1 µM), for inactives: top-dose ratio change, negative = lower green/red ratio, usual class: inhibitors; hit rate 0.05% among 340,000; AID 493014; active = well fitted inhibition curve with a large enough effect in the signal ratio, with a control signal flat, not every such curve was filed as active; inconclusive = small, poorly fitted or top-dose-only effect, or effect the other way, or a change in a side signal; the % refers to the signal ratio;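 also: potency is read from the fitted curve at half-maximal effect; plate controls were basal doxycycline-induced cells for no effect and cells given 10 µM MG132 for full effect; MG132 reads +100%, hits lower the ratio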
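Compounds up to 46 uM were incubated four hours with TMD8 cells whose green CBG68 luciferase is fused to IkappaBalpha; red CBR luminescence normalised the signal, and concentration-effect curves were fitted to fusion, red and ratio data.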
ELG1 DNA repair – inhibitors of ELG1-dependent DNA repair in HEK293T cells; HEK293T ELG1-luciferase reporter, luminescence, 16 h; DNA damage induced by 5-fluorouridine; Potency, µM (highest dose often 46.1 µM), for inactives: at the top dose activity change, negative = inhibition, hits mostly inhibitors; hit rate 2.3% among 330,000; also: potency is read from the fitted curve at half-maximal effect; % is scaled to controls: 0 for no effect and ±100 for the full control effect; nearly all actives have a fitted effect of over 55% in size
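Quantitative HTS, concentration-response format. 2,000 cells/well co-treated with 5-fluorouridine and compound, 16 hr in 5% CO2 at 37 °C; ONE-Glo luminescence read after 30 min.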
TCR act – activators of T cell receptors. primary human leukocytes, anti-CD3, IL-2 HTRF, 48 h. Potency, µM (titrated, usually from 9.22 µM), for the others: at the highest dose activation of IL-2 secretion, usual class: activators. 330,000 tested, under 10 active. AID 504894; also: % of control where 0% means no effect
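Activity was scored as IL-2 release from primary human leukocytes given only a TCR signal (a-CD3 beads) plus compound for 48 hr. Detection used a two-antibody HTRF format read at 665nm.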
Tb PFK inh – T. brucei PFK enzyme inhibition. O15648. Potency, µM (highest dose often 57.5 µM), for inactives: at the highest dose activity, negative = inhibition, actives largely listed as inhibitors. hit rate 0.17% among 330,000. T. brucei PFK, ADP-Glo luminescence. AID 485367;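 also: potency is read from the fitted curve at half-maximal effect; 0% = uninhibited 1x PFK enzyme wells and -100% = no-enzyme wells; nearly all actives have a fitted effect of over 60% in size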
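Activity is normalized to no-enzyme wells (full inhibition) and 1.25 nM enzyme wells (no inhibition). Reaction: 0.5 mM F6P, 0.1 mM ATP, 45 min RT, ADP-Glo luminescence; concentration-response curves fitted and classed by quality.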
Eya2 inh – blocks the phosphatase activity of human Eya2. recombinant Eya2, OMFP fluorescence dephosphorylation (OMFP is methylfluorescein phosphate). hit rate 0.006% among 330,000. O00167. Potency, µM (highest dose often 76.9 µM), inactives show at the top dose activity, negative = inhibition, most hits filed as inhibitors; also: potency is read from the fitted curve at half-maximal effect; % is scaled to controls: 0 for no effect and ±100 for the full control effect
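Eya2 protein (added as 0.2 uM solution) was preincubated with compound for 10 min at ambient temperature in 50 mM HEPES pH 7.5, 50 mM NaCl, 5 uM MgCl2, 0.05% BSA, 1 mM DTT. OMFP (added at 50 uM) then reacted 10 min; fluorescence read at 485/525 nm.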
TSG101-PTAP inh – blocks PTAP/TSG101 interaction to inhibit HIV-1 budding; Fluorescence polarization, FITC-PTAP peptide / Tsg101 binding; Potency, µM (doses to about 115 µM), for the others: at the top dose activity change, negative = inhibition, usual class: inhibitors; 340,000 tested, under 10 active; active = well fitted inhibition curve with a large enough effect in the main read-out, with a control signal flat, not every such curve was filed as active; inconclusive = small, poorly fitted or top-dose-only effect, or effect the other way, or a change in a side signal; inactive = no such curve, though single readings can be large or run the other way; also: potency is read from the fitted curve at half-maximal effect; % of control where 0% means no effect
Target sequence (Q99816 whole entry, looked up): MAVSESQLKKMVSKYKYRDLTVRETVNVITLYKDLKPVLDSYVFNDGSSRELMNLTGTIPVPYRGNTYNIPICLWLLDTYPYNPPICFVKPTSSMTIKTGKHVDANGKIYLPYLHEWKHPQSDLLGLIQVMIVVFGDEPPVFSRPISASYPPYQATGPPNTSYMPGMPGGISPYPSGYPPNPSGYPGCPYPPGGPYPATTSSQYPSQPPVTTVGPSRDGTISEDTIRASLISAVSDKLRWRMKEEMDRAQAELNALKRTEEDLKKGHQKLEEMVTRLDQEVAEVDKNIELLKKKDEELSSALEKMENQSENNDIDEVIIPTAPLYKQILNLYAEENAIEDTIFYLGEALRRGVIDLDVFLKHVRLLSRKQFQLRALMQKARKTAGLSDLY
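Steps: Tsg101 binding domain dispensed (10 uM final), compounds pinned in DMSO, FITC-labeled PTAP-motif peptide added (50 nM final); after 20 min binding at room temperature, polarization measured.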
Mito fusion yeast – inhibitors of mitochondrial division or activators of mitochondrial fusion | S. cerevisiae fusion-defective mutant growth rescue, CellTiterGlo 48 h | Potency, µM (series often up to 46.1 µM), for the others: top-dose growth rescue (activation), usual class: activators | hit rate 0.23% among 320,000 | AID 485298;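 also: potency is read from the fitted curve at half-maximal effect; % of control where 0% means no effect; nearly all actives have a fitted effect of over 45% in size; temperature-sensitive fusion mutants such as fzo1-1 at 37 °C on non-fermentable ethanol glycerol medium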
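Compounds are tested for their ability to restore growth of mitochondrial fusion-defective yeast strains at non-permissive 37C in YPEG medium over 48 hours. Viability is quantified by luciferase luminescence.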
Integrin act MD – activates integrin-mediated alleviation for muscular dystrophy. hit rate 0.064% among 350,000. AID 624291. alpha7betagal myoblasts, beta-gal FDG fluorescence, 48 h. Potency, µM (highest dose often 38.3 µM), inactives show at the highest dose activation, actives largely listed as activators;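 also: potency is read from the fitted curve at half-maximal effect; 100% = response of the positive control SU9516; nearly all actives have a fitted effect of over 60% in size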
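Alpha7betagal+/- myoblasts (passage 13) were plated 16-24 hr, then exposed to compounds (1:260 dilution of DMSO stock) for 48 hours at 37C. After MPER lysis, β-galactosidase reporter activity was read as FDG fluorescence (ex 480/em 540) after 30 minutes.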
A-T KAP1 phos – potential ataxia-telangiectasia treatment; Potency, µM (series often up to 57.5 µM), inactives show at the highest dose activation, usual class: activators; hit rate 0.19% among 320,000; AID 485349; […] A-T fibroblasts, KAP-1 phosphorylation AlphaLISA; neocarzinostatin DNA damage 30 min before lysis; also: potency is read from the fitted curve at half-maximal effect; % of control where 0% means no effect; nearly all actives have a fitted effect of over 45% in size
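ATM-like activity read as KAP-1 phosphorylation via AlphaLISA donor/acceptor antibody pairs after lysis and 6 hr at 25C. Cells were ATM-null patient fibroblasts ([…], hTERT), dosed 60 min, then exposed to the DSB inducer NCS for 30 min.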
TSHR antagonist – antagonists of human thyroid stimulating hormone receptor; AID 504810; P16473; activity change, negative = inhibition, % at 11.5 µM; hit rate 0.2% among 330,000; TSHR-expressing cells, TSH-stimulated cAMP HTRF, 2 h; active compounds read low;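 active = activity change below a set negative limit, meaning inhibition stronger than a set level, cut at about -70% in these data; inconclusive = activity change between two set negative limits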; also: % is scaled to controls: 0 for no effect and ±100 for the full control effect
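Read-out is FRET at 665 nm (cryptate excitation 337 nm) from a cryptate-tagged anti-cAMP antibody, competed by cell cAMP against cAMP-d2. Compounds are tested on freshly harvested TSHR cells challenged with 4nM TSH (EC80) for 2 hours at 37 deg C.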
ASM inhibitor – blocks human secretory acid sphingomyelinase; placental ASM, HMU-PC fluorogenic substrate, 60 min; AID 504937; hit rate 0.006% among 340,000; Potency, µM (doses to about 57.5 µM), for inactives: at the top dose activity change, negative = inhibition, actives largely listed as inhibitors; also: potency is read from the fitted curve at half-maximal effect
Target sequence (P17405 47-631 limits assumed): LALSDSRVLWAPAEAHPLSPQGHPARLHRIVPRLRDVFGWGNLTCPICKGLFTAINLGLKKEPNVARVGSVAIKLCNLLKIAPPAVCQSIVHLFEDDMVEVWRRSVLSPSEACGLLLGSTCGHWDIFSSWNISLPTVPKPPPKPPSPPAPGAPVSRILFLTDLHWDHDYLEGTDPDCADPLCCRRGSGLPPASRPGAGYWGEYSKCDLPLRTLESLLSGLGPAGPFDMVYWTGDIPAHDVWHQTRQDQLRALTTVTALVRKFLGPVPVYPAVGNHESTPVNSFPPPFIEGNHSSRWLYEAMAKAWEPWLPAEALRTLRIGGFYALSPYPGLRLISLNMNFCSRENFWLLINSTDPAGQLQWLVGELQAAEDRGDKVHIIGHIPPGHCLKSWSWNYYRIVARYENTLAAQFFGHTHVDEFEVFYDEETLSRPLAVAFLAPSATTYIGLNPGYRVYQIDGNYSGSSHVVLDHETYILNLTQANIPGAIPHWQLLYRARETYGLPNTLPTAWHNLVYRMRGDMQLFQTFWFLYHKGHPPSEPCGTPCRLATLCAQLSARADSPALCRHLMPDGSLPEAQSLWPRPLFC
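Fluorescence read-out (Ex 386 nm, Em 447 nm) after stopping the reaction at pH 10. Enzyme: ASM from human placenta; substrate HMU-PC0, 9 uM final; 60 min, 37 °C. Compound preincubation 10 min, ambient temperature.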
* hit, by the source's call; u = inconclusive; x = no result given; & = joins results of further samples; [ ] = dose if it differs, or a comment. Unless noted, calls follow the shape of the dose curve; as a rule, active = well fitted curve in the direction sought with a large enough effect; inconclusive = small, poorly fitted or top-dose-only effect, or another doubt; inactive = no such curve, though single readings can be large; an effect the other way counts as inactive or inconclusive.

SMILES	Chronic BCR inh	ELG1 DNA repair	TCR act	Tb PFK inh	Eya2 inh	TSG101-PTAP inh	Mito fusion yeast	Integrin act MD	A-T KAP1 phos	TSHR antagonist	ASM inhibitor
COc1ccc(-c2n[nH]c(C)c2-c2ccc(Cl)cc2)c(O)c1	u	0%	9%	0%	4%	-1%	-10%	-18%	7%	7	u
Cc1ccccc1CN1CCN(CC(=O)NCCCN2CCN(c3ccc(F)cc3)CC2)C1=O	15%	u	1%	-3%	-8%	-3%	2%	-12%	-3%	4	5%
COc1cc(Nc2cccc[n+]2C)cc(OC)c1OC	1%	12%	1%	6%	19%	-2%	7%	-1%	2%	3	0%
CCCCCCOC(=O)C(C#N)c1nc2ccccc2nc1N1CCOCC1 (configuration not stated)	2%	u	3%	4%	0%	-10%	2%	-5%	15%	27	u
CCCN1CCC(N(C)CCc2ccc(OC)c(OC)c2)CC1	-2%	0%	6%	1%	-3%	-6%	-4%	-20%	-4%	3	2%
CC(C)(C)NC(=O)COC(=O)Cc1ccc(Cl)cc1	-17%	3%	1%	-3%	16%	-2%	2%	19%	x	-8	-1%
CCN(CC)CCNc1nc(-n2nc(C)cc2C)nc2sc3c(c12)CC(C)(C)OC3	3%	0%	4%	4%	14%	3%	-7%	-28%	35µM*	-7	-1%
COCCN1C=C2C(=O)C(C)(OC(=O)CCc3ccccc3)C(=O)C=C2C=C1c1ccc(C#N)cc1 (configuration not stated)	u	-3%	3%	-3%	10%	-6%	20%	11%	-26%	-1	14%
Cc1ccc(OCCOC(=O)C2CCN(S(=O)(=O)c3ccc(C)c(C)c3)CC2)cc1	9%	27%	7%	21%	-12%	-2%	0%	0%	-7%	-1	1%
CCOC(=O)CCCSc1nc2sc3c(c2c(=O)[nH]1)CCC3	u	-3%	4%	5%	-1%	-1%	-5%	8%	-3%	7	3%
COc1ccc(NCc2nnc(SCC(=O)NCc3ccccc3)n2-c2ccccc2OC)cc1	u	-16%	5%[46.1 µM]	5%	-1%	-5%	-7%	2%	x	27	-3%
O=C(NCc1ccccc1)N1CCC(Cc2ccccc2)CC1	-1%	2%	x	-3%	-4%	0%	8%	-10%	22%	17	-2%
COc1cccc(-c2noc(CCC(=O)Nc3cccnc3)n2)c1	u	0%	-4%	-2%	3%	-10%	-1%	-15%	1%	20	0%
O=C(Nc1c(-c2ccccc2)nc2ccccn12)c1ccco1	-2%	17%	4%	-1%	11%	-5%	-6%	-14%	-9%	-4	4%
COc1cc(-c2noc(C)c2C(=O)NCc2ccc3c(c2)OCO3)cc(OC)c1OC	0%	-17%	0%	4%	-3%	-4%	x	20%	-2%	5	1%
Cc1nc(N2CCN(C(=O)c3ccco3)CC2)c(C#N)c2c1CCCC2	11%	-16%	3%	-2%	-3%	-1%	u	4%	5%	3	2%
Cc1ccc(NS(=O)(=O)c2cc(C(=O)NCc3ccccn3)ccc2Cl)cc1	10%	u	0%	1%	-18%	-2%	3%	-9%	-1%	-4	-1%
Cc1cc(NC(=O)c2ccc3c(c2)C(=O)N(C2CCCCC2)C3=O)no1	-1%	3%	-7%	-6%	13%	-3%	2%	9%	-4%	-9	1%
O=S(=O)(Nc1nc2ccccc2nc1N1CCN(c2ccccc2F)CC1)c1ccc(Cl)cc1	4%	18µM*	4%	-1%	38%	-5%	15%	1%	x	-13	13%
COC(=O)C1=C(COc2ccccc2)NC(=O)NC1c1ccc(Br)cc1 (configuration not stated)	u	5%	-3%	-10%	-3%	-8%	7%	11%	3%	-6	-7%

9 consecutive entries already listed:
SMILES	Chronic BCR inh	ELG1 DNA repair	TCR act	Tb PFK inh	Eya2 inh	TSG101-PTAP inh	Mito fusion yeast	Integrin act MD	A-T KAP1 phos	TSHR antagonist	ASM inhibitor
O=C(NCc1ccccc1)N1CCC(Cc2ccccc2)CC1	-1%	2%	x	-3%	-4%	0%	8%	-10%	22%	17	-2%
COc1cccc(-c2noc(CCC(=O)Nc3cccnc3)n2)c1	u	0%	-4%	-2%	3%	-10%	-1%	-15%	1%	20	0%
O=C(Nc1c(-c2ccccc2)nc2ccccn12)c1ccco1	-2%	17%	4%	-1%	11%	-5%	-6%	-14%	-9%	-4	4%
COc1cc(-c2noc(C)c2C(=O)NCc2ccc3c(c2)OCO3)cc(OC)c1OC	0%	-17%	0%	4%	-3%	-4%	x	20%	-2%	5	1%
Cc1nc(N2CCN(C(=O)c3ccco3)CC2)c(C#N)c2c1CCCC2	11%	-16%	3%	-2%	-3%	-1%	u	4%	5%	3	2%
Cc1ccc(NS(=O)(=O)c2cc(C(=O)NCc3ccccn3)ccc2Cl)cc1	10%	u	0%	1%	-18%	-2%	3%	-9%	-1%	-4	-1%
Cc1cc(NC(=O)c2ccc3c(c2)C(=O)N(C2CCCCC2)C3=O)no1	-1%	3%	-7%	-6%	13%	-3%	2%	9%	-4%	-9	1%
O=S(=O)(Nc1nc2ccccc2nc1N1CCN(c2ccccc2F)CC1)c1ccc(Cl)cc1	4%	18µM*	4%	-1%	38%	-5%	15%	1%	x	-13	13%
COC(=O)C1=C(COc2ccccc2)NC(=O)NC1c1ccc(Br)cc1 (configuration not stated)	u	5%	-3%	-10%	-3%	-8%	7%	11%	3%	-6	-7%

The listing continues.
SMILES	Chronic BCR inh	ELG1 DNA repair	TCR act	Tb PFK inh	Eya2 inh	TSG101-PTAP inh	Mito fusion yeast	Integrin act MD	A-T KAP1 phos	TSHR antagonist	ASM inhibitor
CCOC(=O)N1CCN(C(=O)c2ccc(Cn3c(=S)[nH]c4cc5c(cc4c3=O)OCO5)cc2)CC1	u	23µM*	-3%[46.1 µM]	-1%	-2%	-4%	1%	-61%[inhibitor]	x	-13	2%
Clc1ccc(COc2ccccc2-c2ccnc3ncnn23)cc1	u	u	-2%	-5%	7%	-2%	5%	17%	7%	-1	9%
CCCOc1ccc(C(=O)N(Cc2cccs2)C2CCS(=O)(=O)C2)cc1 (configuration not stated)	-2%&-1%	u	-4%	-3%	1%	-8%	4%	-31%	6%	39	1%
COc1ccccc1C(=O)NCCn1cc(SCC(=O)Nc2cc(C)on2)c2ccccc21	u	23µM*	-1%	0%	-5%	2%	3%	-1%	1%	5	0%
Cc1nc2ccc(NC(=O)COc3cccc(F)c3)cc2s1	u	0%	-8%	-20%	11%	0%	-3%	-15%	-3%	-3	1%
O=C(NC1CCN(C(=S)Nc2ccccc2Cl)CC1)C1CCCCC1	0%	u	0%	8%	-14%	-4%	-10%	16%	20%	x	0%
Cc1c(NC(=O)/C(C#N)=C/c2ccccc2)c(=O)n(-c2ccccc2)n1C	-10%	12%	20%	-1%	u	1%	-27%	-12%	-5%	0	-2%
COc1cc(NS(=O)(=O)c2c(C)[nH]c(C)c2C(=O)N2CCCC2)cc(OC)c1OC	u	2%	2%	2%	0%	-6%	1%	12%	2%	-10	-3%
CC(=O)c1cccc(NC(=O)CSc2nc(=O)n(CCN3CCOCC3)c3c2CCCC3)c1	-4%	u	2%	-3%	-24%	-1%	-3%	-1%	2%	-8	0%
COc1ccc(NC(=S)NC(=O)c2ccccc2Cl)cc1	u	u	-9%	-5%	1%	-5%	x	u	4%	0	-2%
C=CCN1C2CCCC1CC(NC(=S)Nc1ccc(Cl)cc1)C2 (configuration not stated)	u	-8%	10%	-4%	-5%	-1%	-4%	-62%[inhibitor]	-2%	4	4%

Bioassay records (PubChem)
